Assay outcomes from PubChem BioAssay.
CFTR F508del cor = F508del CFTR correction, initial screen, CFBE line, single point | CFBE cells, YFP halide quenching; stimulated with forskolin plus potentiator P3; % fluorescence drop versus neutral controls | activity (quench increase), % at 7.58 µM | actives 0.36% (n = 350,000) | AID 720511, 2013;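 active means mean added fluorescence quench of at least 8% versus neutral control, with both replicates also reaching 8%; inconclusive means only one of the mean or replicate conditions met; inactive means mean below 8% and not both replicates reaching 8%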;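 further: cells transiently co-express mutant CFTR-F508del with the halide-sensitive YFP; corrector assay measuring rescue of mutant channel to the surface after 24 h compound exposure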
INS-1E GSIS act = GLuc luminescence reporter in INS-1E cells, primary screen for activators of glucose-dependent secretion of insulin; INS-1E GLuc reporter insulin secretion, 2-3 h; activation, % at 16.6 µM; actives 0.61% (n = 370,000); AID 743287, 2014;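 active means lowest replicate activation of at least 40%, so every replicate reaches that level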;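 further: 0% = median of neutral control wells and 100% = median of IBMX positive control wells; some compounds called inactive have numbers as strong as hits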
miR122 inh = miR-122 Renilla sensor signal increase in Huh7, primary screen, miR-122 inhibitor project, cell-based, single point, plate reader | Huh7 miR-122 Renilla luciferase sensor, 48 h; neutral wells = 0, positive control = 100 | activation (reporter increase), % at 12.5 µM | actives 0.3% (n = 340,000) | AID 602342, 2012;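 active means mean replicate activation score at least 90 and every replicate individually at or above 90; inconclusive means only one of the two criteria met; inactive means neither criterion met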;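 further: higher luciferase means less miR-122 activity so hits act as miR-122 inhibitors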
PAX8 inh HTS = inhibitors of PAX8-driven TPO luciferase reporter, primary screen, RMG-I cells, single concentration; SteadyGlo, 24 h; inhibition, % at 12.6 µM; actives 1.2% (n = 360,000); AID 652154, 2013;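 active means mean replicate inhibition at least 60% with every replicate also reaching 60%; inconclusive means only one of the two criteria is met; inactive means mean below 60% and not all replicates reaching 60%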;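 further: luciferase light reporting Pax8 driven TPO promoter activity; plate controls were median of neutral control wells for no effect and mitoxantrone controls for full effect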
FN deposition inh = inhibitors of fibronectin matrix deposition, primary screen, AH1F cells, Alexa488-fibronectin fluorescence, plate reader. inhibition, % at 12.6 µM. AH1F fibroblasts, overnight. actives 0.086% (n = 350,000);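 active means mean inhibition across replicates of 30% or more, regardless of how many single replicates reach that level; inconclusive means mean under 30% yet at least half of replicates reach 30%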;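 further: positive control wells lacked labelled fibronectin entirely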
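Material: AH1F fibroblast monolayer depositing Alexa488-labelled fibronectin into matrix / Amount: 10000 AH1F cells per well / Signal: fluorescence 485/525 nm / Medium: DMEM, 2% serum / Compound: single dose, pinned / Incubation: 1 h cell adhesion before compound, then overnight fibronectin incubation / Reagent: Alexa488-FN, 24 nM final / Read-out: inhibition of fibronectin deposition signal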
EWS-Fli block = EWS/Fli-driven NR0B1 reporter inhibitors, primary screen, A673 cells, NR0B1 luciferase, luminescence, MLPCN library. AID 651661, 2012. actives 0.67% (n = 350,000). inhibition, % at 12.6 µM. viability-normalised;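 active means mean inhibition of at least 50% after viability correction, with every replicate also passing that limit; inconclusive means mean reaches 50% but only one of two replicates passes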;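 further: firefly luciferase signal divided by Alamar Blue viability fluorescence both relative to DMSO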
DENV2 CPE rescue = inhibitors of DENV2 cytopathic effect, primary screen, cell-based, plate reader, single concentration; DENV2-infected cells, cytopathic effect rescue; CPE inhibition, % at 9.99 µM; actives 1.7% (n = 350,000); in the data active means CPE inhibition above about 20%, passing the limit was not always enough; inconclusive means no clear call, values can overlap the other calls; tested in BHK-21 cells;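 further: 0% = median of neutral control wells and 100% = median of positive control wells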
* hit, by the source's call; ? = inconclusive; · = no result given; & = joins results of further samples; [ ] = remark or other dose.

1. COc1cccc(-c2ccc3c(c2)O[C@@H](CN(C)Cc2ccncc2)[C@H](C)CN([C@@H](C)CO)S3(=O)=O)c1
2. CN(C)/C=C/C=C1C(=O)CCCC1=O
3. CC(C)CSc1nsc(N)n1
4. Cc1c(NC2=CC(=O)CC(C)(C)C2)ccc([N+](=O)[O-])c1C
5. CC(C)NC(=O)N(C)C[C@H]1OCCCC[C@H](C)Oc2ccc(NS(=O)(=O)c3ccc(F)cc3)cc2C(=O)N([C@@H](C)CO)C[C@H]1C
6. COc1ccc(Cn2c(O)c(C=Nc3ccc(O)cc3)c3ccccc3c2=O)cc1
7. CC(=O)Nc1ccc(S(=O)(=O)Nc2ccc(Nc3ccccc3)cc2)cc1
8. CO[C@@H]1CN(C)C(=O)c2cc(NS(=O)(=O)c3cccc(C)c3)ccc2OC[C@H](C)NC[C@@H]1C

compound no.	1	2	3	4	5	6	7	8
CFTR F508del cor	3.4	·	1.6	·	0.6	·	-0.3	-0.7
INS-1E GSIS act	-46	·	7	22	5	-22	-25	13
miR122 inh	3[16.7 µM]	-3	-1	·	-12[16.7 µM]	14	19	57[16.7 µM]
PAX8 inh HTS	38	-15	·	26	-41	0	8	·
FN deposition inh	5	-19	·	0	2	-8	4	6
EWS-Fli block	11	·	-34	-2	1	·	1	-1
DENV2 CPE rescue	6	·	-2	5	-8	·	4	-6

An excerpt from above in order of their number in miR122 inh, rising.
item | structure | miR122 inh
2 | CN(C)/C=C/C=C1C(=O)CCCC1=O | -3
3 | CC(C)CSc1nsc(N)n1 | -1
7 | CC(=O)Nc1ccc(S(=O)(=O)Nc2ccc(Nc3ccccc3)cc2)cc1 | 19

The listing continues:
9. COc1ccc(OC)c(NC(=O)c2nnn(CCc3ccccc3)c2N)c1
10. O=[N+]([O-])c1ccc(CN2C=NS(=O)(=O)c3ccccc32)cc1
11. C[C@@H]1CN([C@@H](C)CO)C(=O)Cc2cc(NC(=O)Nc3cccc4ccccc34)ccc2O[C@H]1CN(C)Cc1ccc(C(=O)O)cc1
12. CC(=O)Nc1ccc(NC(=O)CSc2nnc(CC(C)O)n2-c2ccccc2)cc1 (stereo not drawn)
13. CN1C(=O)c2cc(NC(=O)NCc3ccccc3)ccc2OC[C@H]2O[C@@H](CC(=O)O)CC[C@@H]21
14. CCOC(=O)C1CCCN(c2nc3ccccc3nc2C(C#N)C(=O)OC(C)COC)C1 (stereo not drawn)
15. CCOC(=O)C1C(=O)C=C(Nc2ccccc2F)CC1c1ccccc1 (stereo not drawn)
16. O=C(NCCCN1CCOCC1)c1cc2c(s1)CCC2

compound no.	9	10	11	12	13	14	15	16
CFTR F508del cor	-1.7	0.4	0.9	0.3	1.1	·	·	·
INS-1E GSIS act	4	-2	1	·	2	-20	-2	·
miR122 inh	-1	·	1[16.7 µM]	2	-1[16.7 µM]	·	·	-12
PAX8 inh HTS	-16	-32	4	-16	4	-14	-97	-27
FN deposition inh	10	1	-23	-3	-10	10	0	-7
EWS-Fli block	-10	2	-1	4	-2	-1	-61	·
DENV2 CPE rescue	-2	5	-13	-2	12	12	11	·

Quoted from above: entries 9 to 11
9. COc1ccc(OC)c(NC(=O)c2nnn(CCc3ccccc3)c2N)c1
10. O=[N+]([O-])c1ccc(CN2C=NS(=O)(=O)c3ccccc32)cc1
11. C[C@@H]1CN([C@@H](C)CO)C(=O)Cc2cc(NC(=O)Nc3cccc4ccccc34)ccc2O[C@H]1CN(C)Cc1ccc(C(=O)O)cc1

compound no.	9	10	11
CFTR F508del cor	-1.7	0.4	0.9
INS-1E GSIS act	4	-2	1
miR122 inh	-1	·	1[16.7 µM]
PAX8 inh HTS	-16	-32	4
FN deposition inh	10	1	-23
EWS-Fli block	-10	2	-1
DENV2 CPE rescue	-2	5	-13

Continuation:
17. COc1ccc2c3c(n(C)c2c1)[C@H](CO)NCC31CN(Cc2ccncc2)C1
18. CCCC(=O)N1c2ccccc2C(=C2SC(C(=O)OC)=C(C(=O)OC)S2)C(=S)C1(C)C
19. COc1ccc(C)cc1Nc1n[n+](C)c(-c2ccc(O)cc2O)s1
20. CN1C2CCC1CC(NC(=O)c1cccc(C(F)(F)F)c1)C2 (stereo not drawn)
21. CCOC(=O)CSc1ccc2nnc(-c3cccs3)n2n1
22. C[C@H](CO)N1C[C@H](C)[C@@H](CN(C)C(=O)Nc2ccc(C(F)(F)F)cc2)Oc2c(NC(=O)CCCCCC(=O)Nc3ccccc3N)cccc2C1=O
23. CC1CCCCN1S(=O)(=O)c1cc2c(=O)nc3ccccn3c2cc1Cl (stereo not drawn)
24. CCC(=O)N1CC2(C1)[C@@H](c1ccc(-c3ccc(F)cc3)cc1)[C@@H](CO)N2C(C)=O

compound no.	17	18	19	20	21	22	23	24
CFTR F508del cor	0.9	·	-4.4	-1.4	1.3	-1.4	-0.3	2.3
INS-1E GSIS act	-2	·	·	5	15	1	5	13
miR122 inh	·	1	-15	5	-3	·	·	·
PAX8 inh HTS	·	24	-22	24	8	11	4	·
FN deposition inh	·	5	-5	-1	-6	·	10	-2
EWS-Fli block	32	·	-2	4	8	-15	4	-2
DENV2 CPE rescue	13	·	-9	-1	-8	-2	-3	-3

25. COc1ccc(OCc2cc(=O)[nH]c3ccccc23)cc1
26. CCCNC(=O)N1[C@H](C#N)[C@@H](c2ccc(C3=CCCCC3)cc2)[C@@H]1CO
27. CCCN1C[C@H](C)[C@H](OC)CN(C)C(=O)c2ccc(NC(=O)C3CCOCC3)cc2OC[C@@H]1C
28. Cc1ccc(S(=O)(=O)Nc2ccc3c(c2)C(=O)N([C@H](C)CO)C[C@H](C)[C@H](CN(C)C)OCCCC[C@H](C)O3)cc1
29. CN(C(=O)CS(=O)(=O)c1cccc(Cl)c1)c1ccccc1
30. N#Cc1ccc(C(=O)Nc2cc(S(=O)(=O)N3CCOCC3)ccc2N2CCCC2)cc1
31. COc1cccc(CN2CCNC(=O)C2CC(=O)NC2CCCCCCC2)c1 (stereo not drawn)
32. CCCNC(=O)N1CC(=O)N2[C@@H](CO)[C@H](c3ccc(C#Cc4cccc(OC)c4)cc3)[C@@H]2C1

compound no.	25	26	27	28	29	30	31	32
CFTR F508del cor	-2.8	-0.5	1.8	0.3	-0.2	-2.3	-1.2	0.4
INS-1E GSIS act	-4	-2	20	10	5	-7	-11	-17
miR122 inh	-5	·	·	1[16.7 µM]	·	·	2	·
PAX8 inh HTS	3	-9	-16	-3	2	-4	2	-14
FN deposition inh	-9	-2	-13	-9	-13	1	-11	0
EWS-Fli block	-5	2	0	-4	4	4	10	8
DENV2 CPE rescue	1	14	20	16	-1	-4	9	-2

33. Nn1c(SCC(=O)Nc2ccccc2)nnc(Cc2ccccc2)c1=O
34. O=C(CN1CCN(c2ccccc2O)CC1)Nc1cc([N+](=O)[O-])ccc1Cl
35. CCC(=O)Nc1ccc2c(c1)C(=O)N(C)C[C@H](OC)[C@H](C)CN(CC1CCCCC1)[C@H](C)CO2
36. COCCCNC(=O)CSC1=Nc2ccccc2C2=NC(c3ccccc3)C(=O)N12 (stereo not drawn)
37. COCCNC(=O)C1(C)Cc2c(-c3cccc(C(N)=O)c3)ccnc2O1 (stereo not drawn)
38. O=C(CSc1nc2ccccc2c(=O)n1-c1ccc(F)cc1)Nc1ccc(C(=O)O)cc1
39. COC(=O)c1ccccc1C(=O)N1CCCC(CCC(=O)NCc2ccc(F)c(F)c2)C1 (stereo not drawn)
40. COc1cccc(CNC(=O)CCC2CCCN(C(=O)CCc3c(C)noc3C)C2)c1 (stereo not drawn)

compound no.	33	34	35	36	37	38	39	40
CFTR F508del cor	-3.8	2.4	1.6	·	1.5	2.8	2.1	1.7
INS-1E GSIS act	-21	-5	9	0	-5	7	-25	10
miR122 inh	9	0	10[16.7 µM]	-5	-5	3	-3	-10
PAX8 inh HTS	-9	26	·	15	0	4	-23	16
FN deposition inh	-4	4	1	-3	12	-1	19	2
EWS-Fli block	0	9	-12	-35	0	11	20	3
DENV2 CPE rescue	0	1	-1	1	2	-3	-4	·

Brought forward from above: two compounds; new compounds follow.
39. COC(=O)c1ccccc1C(=O)N1CCCC(CCC(=O)NCc2ccc(F)c(F)c2)C1 (stereo not drawn)
40. COc1cccc(CNC(=O)CCC2CCCN(C(=O)CCc3c(C)noc3C)C2)c1 (stereo not drawn)
41. CCCC(=O)Nc1ccc2c(c1)C(=O)N(C)C[C@@H](OC)[C@H](C)CN(Cc1ccccc1F)[C@@H](C)CO2
42. CCOc1cc(C(=O)Nc2ccc(N3CCN(C(C)=O)CC3)cc2)cc(OCC)c1OCC
43. C[C@H]1CN([C@@H](C)CO)C(=O)Cc2cc(NC(=O)Cc3ccccc3)ccc2O[C@H]1CN(C)C(=O)Nc1ccc(F)cc1
44. C=CCN1C(=O)c2ccc(C(=O)N(C)CC(=O)Nc3cccc(F)c3)cc2C1=O
45. O=C(O)CCC(=O)N1N=C(c2ccccc2)CC1c1ccc2nccnc2c1 (stereo not drawn)
46. OC(COc1ccc2ccccc2c1)CN1CCOCC1 (stereo not drawn)
47. CCOc1ccc(NC(=O)CSc2nnc(-c3ccncc3)n2CC2CCCO2)cc1 (stereo not drawn)
48. O=C(COc1ccc(NC(=O)c2cccs2)cc1)c1ccc(F)cc1

compound no.	39	40	41	42	43	44	45	46	47	48
CFTR F508del cor	2.1	1.7	2.8	-1.6	-1.0	0.8	·	-2.9	·	1.7
INS-1E GSIS act	-25	10	-40	-7	0	-1	·	-4	14	14
miR122 inh	-3	-10	5[16.7 µM]	-6	-5[16.7 µM]	-4	0	3	-3	1
PAX8 inh HTS	-23	16	·	11	4	50	8	-60&-37	-4	-8
FN deposition inh	19	2	-33	-6	-8	8	1	-1&1	2	·
EWS-Fli block	20	3	5	-9	-14	-6	2	-14	·	·
DENV2 CPE rescue	-4	·	-1	?	5	-4	1	5	·	?

49. C[C@H]1CN([C@@H](C)CO)C(=O)Cc2cc(NC(=O)Nc3ccccc3)ccc2O[C@@H]1CN(C)Cc1ccncc1
50. COc1ccccc1NC(=O)CN(Cc1ccco1)C(=O)c1cc(Cl)c(OC)c(OC)c1
51. O=C(COc1ccccc1)Nc1cccc(-c2ccc(N3CCOCC3)nn2)c1
52. CCCCC(=O)Nc1nc(C)c(-c2csc(Nc3cc(Cl)ccc3OC)n2)s1
53. Cc1nc(N)nc(N)c1Oc1ccc(Cl)cc1
54. COc1cccc(NC(=O)Cn2c(=O)n(CCC(=O)NC3CCN(Cc4ccccc4)CC3)c(=O)c3ccccc32)c1
55. O=c1cnnc(Nc2cccc(C(F)(F)F)c2)[nH]1
56. Cn1c(SCC(=O)Nc2cc(C(C)(C)C)nn2-c2ccccc2)nc2ccccc21

compound no.	49	50	51	52	53	54	55	56
CFTR F508del cor	-1.6	-0.6	1.1	3.0	4.3	-1.1	-0.6	·
INS-1E GSIS act	3	·	29	-3	-16	-17	2	-21
miR122 inh	-3[16.7 µM]	-5	-3	5	-8	·	5	·
PAX8 inh HTS	-11	9	-67	-13	0	11	9	12
FN deposition inh	·	-3	·	-9	-5	2	-1	-6
EWS-Fli block	-5	-1	49	19	-3	12	11	6
DENV2 CPE rescue	-10	-5	15	-2	1	-1	3	11
